# From PubChem BioAssay
# XBP1 UPR activ – adaptive UPR (XBP1) activation | CHO-XBP1 luciferase reporter, IRE1-XBP1 UPR activation, luminescence; percent of tunicamycin response, DMSO as zero | 330,000 tested, 0.33% active | AID 463104 | activation, % at 20 µM;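 active = versus positive control, 20 µM dose yields 30% or more activation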;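 also: 100% = tunicamycin at 10 µg/mL and 0% = DMSO only wells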
#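 assay system = CHO-XBP1 luciferase reporter cells | amount = 1000 cells/well | buffer or medium = F12 plus 10% FBS | compound dosing = single point, 20 µM final compound, 1% DMSO | incubation = 16-18 h cell attachment at 37 °C, then 6 h compound exposure | detection = Steady-Glo luminescence read | controls = tunicamycin 10 µg/mL and vehicle-only wells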
# CHOP UPR activ – apoptotic UPR (CHOP) activation; 330,000 tested, 0.34% active; CHO-CHOP luciferase reporter, luminescence; percent of tunicamycin response over DMSO baseline; activation, % at 10 µM;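 active = at 10 µM dose, activation of 40% or more, normalized to positive control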;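 also: 100% = tunicamycin at 10 µg/mL and 0% = DMSO alone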
#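 Evaluation: % reporter activation, DMSO baseline versus tunicamycin full activation; System: CHO-CHOP luciferase reporter cell line; Input: 500 cells/well; Incubation: 6 h compound treatment, 37 °C; Measured by: Steady-Glo luciferase luminescence; Dosing: one dose, 10 µM in 0.5% DMSO; Buffer or medium: F12 medium, 10% FBS; Benchmarks: positive tunicamycin 10 µg/mL, negative DMSO alone.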
# APJ antag – antagonists of human APJ apelin receptor | inhibition, % at 20 µM | AID 2521 | CHO-K1 APJ beta-arrestin complementation, luminescence | 330,000 tested, 0.32% active;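 active = inhibition above about 40% at 20 µM, limit read from the data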;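 also: cells challenged with 10 nM apelin-13 agonist together with compound; plate controls were apelin-13 plus DMSO wells for no effect and DMSO wells lacking apelin-13 for full effect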
# APJ agonist – agonists of human APJ apelin receptor | CHO-K1 APJ PathHunter beta-arrestin, luminescence; 0% DMSO wells, 100% apelin | P35414 | 330,000 tested, 0.11% active | activation, % at 20 µM;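 active = activation more than six SD over the plate average, tested at 20 µM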;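 also: 0% = DMSO alone and 100% = apelin-13 at 10 nM; some results filed as inactive read as strong as hits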
#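 Incubation: overnight seeding, 90 min compound at 25 °C, 1 h detection; test system: PathHunter CHO-K1 APJ (AGTRL-1) beta-arrestin reporter cells; amount: 1000 cells/well; doses: one dose, 20 µM compound, 1% DMSO; measured by: beta-gal luminescence; measure: agonist-driven arrestin binding to APJ; benchmarks: negative DMSO alone, positive Apelin-13 at 10 nM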
# Mdm2 MdmX PPI – inhibitors of human Mdm2/MdmX interaction | O15151+Q00987 | inhibition, % at 8 µM | AID 485346 | SaOS-2 split-luciferase Mdm2/MdmX complementation, luminescence | 330,000 tested, 3% active;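 active = inhibition of at least 50% at 8 µM in the primary screen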
# Target sequence (O15151 whole entry, looked up): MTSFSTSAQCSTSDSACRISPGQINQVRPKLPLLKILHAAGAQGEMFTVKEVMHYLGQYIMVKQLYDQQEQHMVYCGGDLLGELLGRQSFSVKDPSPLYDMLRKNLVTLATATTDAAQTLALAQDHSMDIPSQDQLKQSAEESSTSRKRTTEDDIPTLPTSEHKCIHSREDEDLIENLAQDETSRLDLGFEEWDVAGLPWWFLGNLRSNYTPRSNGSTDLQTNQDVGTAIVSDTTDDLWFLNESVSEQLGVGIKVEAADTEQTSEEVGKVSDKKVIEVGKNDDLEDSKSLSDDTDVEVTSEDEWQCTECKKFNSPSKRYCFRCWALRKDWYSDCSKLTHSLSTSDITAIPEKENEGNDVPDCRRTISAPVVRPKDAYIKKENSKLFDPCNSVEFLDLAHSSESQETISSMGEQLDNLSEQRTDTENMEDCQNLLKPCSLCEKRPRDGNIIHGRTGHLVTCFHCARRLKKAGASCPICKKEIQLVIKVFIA
# Target sequence (Q00987 whole entry, looked up): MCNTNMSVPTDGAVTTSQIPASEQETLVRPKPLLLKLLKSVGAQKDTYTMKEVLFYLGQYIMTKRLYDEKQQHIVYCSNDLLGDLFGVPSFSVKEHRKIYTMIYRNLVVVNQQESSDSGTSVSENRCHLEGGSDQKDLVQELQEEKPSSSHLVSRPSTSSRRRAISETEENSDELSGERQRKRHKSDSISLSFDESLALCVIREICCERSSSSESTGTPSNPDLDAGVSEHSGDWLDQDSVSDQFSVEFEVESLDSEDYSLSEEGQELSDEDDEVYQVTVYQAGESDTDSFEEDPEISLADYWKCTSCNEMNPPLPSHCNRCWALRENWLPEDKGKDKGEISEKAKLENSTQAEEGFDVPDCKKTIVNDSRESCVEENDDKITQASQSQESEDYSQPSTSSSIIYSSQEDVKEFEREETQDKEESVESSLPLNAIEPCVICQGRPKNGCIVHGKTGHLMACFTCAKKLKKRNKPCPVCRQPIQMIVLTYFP
# tim23-1 inh – tim23-1 yeast growth inhibition; inhibition, % at 20 µM; S. cerevisiae tim23-1 growth, BacTiter-Glo luminescence, 24 h; 330,000 tested, 1.3% active;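 active = growth inhibition of the mutant yeast at or above 50%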;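 also: temperature-sensitive mutant grown at 25 °C; plate controls were DMSO-treated mutant yeast for no effect and medium wells lacking yeast for full effect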
# 697 NFkB inh – inhibitors of the PMA/ionomycin-induced NF-kB reporter in 697 B cells | inhibition, % at 4 µM | 697 B-cell NF-kB luciferase reporter, 16 h | 330,000 tested, 0.33% active; in the data active = inhibition above about 35%
# Jurkat NFkB inh – lowers PMA/ionomycin-induced NF-kB signal in Jurkat cells | 330,000 tested, 0.53% active | inhibition, % at 4 µM | PMA/ionomycin-induced NF-kB luciferase reporter, luminescence | AID 435003; in the data active = inhibition above about 50%
# Active calls of the source: *.
SMILES,XBP1 UPR activ,CHOP UPR activ,APJ antag,APJ agonist,Mdm2 MdmX PPI,tim23-1 inh,697 NFkB inh,Jurkat NFkB inh
CCOc1ccc(OCCC(=O)OCC(=O)Nc2cc(C)nn2-c2ccccc2)cc1,-5,1.7,-53,6,-12,18,-8,-2
COc1cc(OC)cc(C(=O)NCC(=O)OCC(=O)NCc2ccco2)c1,-1,1.5,4,-2,9,-4,-9,6
CC[C@@]1(O)C(=O)OCc2c1cc1n(c2=O)Cc2cc3c(N)cccc3nc2-1,-7,-4.2,-145,22,100*,-4,77*,81*
CN(C)S(=O)(=O)c1ccc(N2CCCC2)c(C(=O)NNC(=O)COc2cccc(F)c2)c1,-2,0.7,8,-3,-17,-1,6,-16
O=C(c1ccc(Cl)cc1)c1oc2ccccc2c1CS(=O)(=O)c1ccccc1,-2,-1.2,-17,-6,25,21,13,9
Cc1ccc(NC(=O)C2CCCN(S(=O)(=O)c3cccnc3)C2)cc1C (configuration not stated),-3,-0.9,6,-4,7,1,-2,-2
Cc1ccccc1OCC(=O)N/N=C1\SCC(=O)N1Cc1ccccc1,-1,-1.7,25,-1,13,36,1,-3
COCc1ccc(CN2CCC(n3nccc3NC(=O)CCCc3ccccc3)CC2)o1,-5,-0.4,-18,-1,0,-2,9,4
CN(C)CCSc1nc(-c2ccccc2)nc2c1COC(C)(C)C2,2,-0.1,13,-3,15,11,11,-3
COc1ccc(NC(=S)Nc2ccc(C)c(Cl)c2)cc1OC,-2,0.9,-6,-3,11,22,1,-2
O=C1c2sc3nc4c(c(=O)n3c2C(=O)N1c1ccccc1)CCC4,-1,-3.3,25,-1,5,6,13,10
CCNC(=S)NC1CC2CCCC(C1)N2CCc1ccccc1 (configuration not stated),-2,0.4,13,-4,-3,0,10,3
C=CCOC(=O)C1=C[C@@H](C2CCCCC2)C[C@@H](OCc2ccc(CO)cc2)O1,0,1.0,12,-1,15,29,18,10
O=C(N/N=C/c1cccc(OC(=O)c2cccc(Br)c2)c1)c1ccncc1,3,12,-60,22,16,37,-11,12
COc1ccc(N2CCN(c3ccc(N4C(=O)COCC4=O)cc3[N+](=O)[O-])CC2)cc1,-3,1.2,-10,-3,1,12,-11,5
O=NN(CCc1ccncc1)c1ccc(OCc2ccccc2)cc1,-3,3.2,4,-1,17,-471,-18,40
Cn1c(=O)c(Cc2ccccc2)c(O)c2ccccc21,-2,0.3,28,0,-9,-73,1,3
CCOc1ccc(OCc2ccc(C(=O)N3N=C(C(F)F)CC3(O)C(F)F)o2)cc1 (configuration not stated),-4,0.9,8,-6,4,18,-7,-11
CC1CN(C(c2ccco2)c2sc3ncnn3c2O)CC(C)O1 (configuration not stated),-3,-1.6,5,6,16,6,10,9
CCc1ccc(NC(=O)C2CCCN(S(=O)(=O)c3cnc[nH]3)C2)cc1 (configuration not stated),-2,0.2,-9,5,33,16,-10,3
COc1ccc(S(=O)(=O)n2c(CCN3CCOCC3)nc3ccccc32)cc1,1,-1.7,-9,-2,15,19,6,-16
CC(=O)N1CCCc2cc(S(=O)(=O)NC(C(=O)NC3CCCCC3)C(C)C)ccc21 (configuration not stated),-2,-0.7,-1,-3,-3,2,14,7
CC1CCc2sc3ncn4nc(C(=O)NCc5ccco5)nc4c3c2C1 (configuration not stated),0,-0.4,-4,-4,9,6,18,-9
CC1=CS(=O)(=O)CC1SC(=S)N(C)C1CCS(=O)(=O)C1 (configuration not stated),0,0.5,0,-1,-29,15,17,12
CC(C)(C)N(C=C(Cl)Cl)C(=O)NC1CCCCC1,-3,1.1,-25,0,-14,13,-40,-26
# More entries:
SMILES,XBP1 UPR activ,CHOP UPR activ,APJ antag,APJ agonist,Mdm2 MdmX PPI,tim23-1 inh,697 NFkB inh,Jurkat NFkB inh
CS(=O)(=O)CCSc1ncccc1C(=O)NCc1cccs1,2,0.9,-3,-2,-7,1,3,-5
CC(=O)Nc1ccc(S(=O)(=O)NC2(C(F)(F)F)NC(=O)N(C3CCCCC3)C2=O)cc1 (configuration not stated),-2,-0.5,14,-4,20,4,9,12
Cc1ccc(/C=N/NC(=O)CSc2nc3ccccc3s2)o1,2,3.0,-1,-1,-16,16,-17,14
O=C(COc1ccc([N+](=O)[O-])cc1)NCCC1=CCCCC1,-2,0.2,-11,3,-20,28,-5,32
Cn1c(=O)n(Cc2ccccc2Br)c2ccccc21,-2,1.5,14,-3,21,24,13,-5
Cc1ccc(C(=O)N(CC(=O)NC2CCCC2)c2cccc(F)c2)s1,0,-0.3,4,-6,15,31,-4,0
Cc1ccc(CC(NC(=O)c2ccccc2)C(=O)N2CCCC2C(=O)O)cc1 (configuration not stated),-1,-2.0,-9,0,-7,2,13,12
CCOc1ccc(NC(=O)C2CCCN(S(=O)(=O)c3c(C)noc3C)C2)cc1 (configuration not stated),-4,1.7,18,-4,-2,1,-23,23
CCOC(=O)c1csc(CCNC(=O)c2oc3c(Cl)cc(C)cc3c2C)n1,-1,2.2,18,-1,22,3,-16,10
Cc1ccc(NC(=O)c2sc(Cl)nc2-c2ccccc2)cc1C,-1,0.4,1,-2,15,8,-10,2
CCOC(=O)c1c(C)[nH]c(C)c1C(=O)COC(=O)/C=C/c1ccccc1[N+](=O)[O-],-1,-1.4,-5,1,25,15,-1,0
Cc1cccc(C)c1NC(=O)C(Cl)C(=O)c1ccccc1 (configuration not stated),4,53*,15,2,38,81*,13,17
CCN(c1ccccc1)S(=O)(=O)c1nnc(NC(=O)C(C)C)s1,-1,-0.3,11,0,-2,5,-27,-32
COCCNC(=O)Cn1c(=O)n(Cc2ccc(C(=O)NCc3ccco3)cc2)c(=O)c2ccccc21,-2,0.9,-2,-4,18,5,14,2
O=C(N[C@@H](Cc1ccccc1)C(=O)N1CCN(S(=O)(=O)c2ccccc2F)CC1)c1ccco1,-3,-0.9,7,3,19,16,15,8
COCCn1c(SCc2csc(-c3ccccc3)n2)nc2ccccc21,-2,-2.8,14,1,21,22,-13,-4
Cc1ccc(C(=O)NCCSc2ccc(Cl)cc2)cc1S(=O)(=O)Nc1ccccc1,-5,-1.0,-3,1,13,22,-1,12
O=S(=O)(Nc1cccc(-c2cn3cccnc3n2)c1)c1ccccc1,-1,1.0,-38,3,31,12,3,0
COc1ccc(NC(=O)CN(C)CC(=O)N2CCCCCC2)cc1,1,1.4,12,-3,-12,7,4,3
O=C(O)CC1c2ccccc2CCN1S(=O)(=O)c1cccs1 (configuration not stated),-5,0.2,9,-2,0,12,-4,4
O=C(COc1ccc2ccccc2c1Br)Nc1ccncc1,-4,1.5,-9,-2,-2,18,0,56*
COc1cccc(CN(Cc2cccnc2)S(=O)(=O)c2ccc(-n3cnnn3)c(C)c2)c1OC,-2,2.3,5,-7,8,-2,5,7
COCCNC(=O)c1cc(S(=O)(=O)N2CCCCC2)ccc1N1CCOCC1,-2,-0.3,8,-5,3,-10,-9,11
COc1ccc(CN2CCN(C3CCSCC3)CC2CCO)c(C)c1C (configuration not stated),0,0.6,2,1,8,27,11,-11
CCC(CC)NC(=O)COC(=O)c1cc(SC)ccc1Cl,-1,-0.3,-5,-1,22,17,12,2

# At a glance, part of the list above.
SMILES,XBP1 UPR activ,CHOP UPR activ,APJ antag,APJ agonist,Mdm2 MdmX PPI,tim23-1 inh,697 NFkB inh,Jurkat NFkB inh
Cc1ccc(NC(=O)c2sc(Cl)nc2-c2ccccc2)cc1C,-1,0.4,1,-2,15,8,-10,2
CCOC(=O)c1c(C)[nH]c(C)c1C(=O)COC(=O)/C=C/c1ccccc1[N+](=O)[O-],-1,-1.4,-5,1,25,15,-1,0

# Next part:
SMILES,XBP1 UPR activ,CHOP UPR activ,APJ antag,APJ agonist,Mdm2 MdmX PPI,tim23-1 inh,697 NFkB inh,Jurkat NFkB inh
Cc1ccnc(NC(=S)NC(=O)/C=C/c2ccc(Cl)cc2)c1,2,1.2,8,-2,8,-28,-10,-8
C=C1c2ccccc2NC(=O)N1c1ccc(C)cc1,-1,2.1,16,-9,-2,0,-9,-3
Cc1ccc(C(=O)NCCc2n[nH]c(=S)n2C)cc1,-2,-0.1,12,0,4,1,-6,-8
CN1CCN(/N=C/c2ccc(N(C)c3ccccc3)cc2)CC1,4,3.9,-3,-7,5,9,-7,-32
Cc1cc2c(=O)n(CC(=O)NCC(=O)Nc3ccc(C(C)C)cc3)cnc2s1,-6,4.6,22,-5,25,-6,-37,-13
O=C(Nc1cccc(-c2nc3ncccc3o2)c1)c1ccccc1,1,1.0,6,-2,24,15,-3,6
COc1ccc(NC(=O)CCCC(=O)c2ccccc2)cc1,6,1.2,-8,-3,7,9,13,-16
COc1ccc(CNC(=O)Cn2nc([N+](=O)[O-])c(Br)c2C)cc1OC,0,0.6,8,-2,-10,16,14,-20
COc1ccc(-c2oc3ccc(N4CCOCC4)cc3c2/C=C/c2ccc(OC)c(OC)c2)cc1,0,2.0,-42,4,27,21,-1,-7
CCN1CCN(C(=O)CN(c2ccc(F)cc2)S(=O)(=O)c2ccc(OC)c(OC)c2)CC1,-5,1.8,-2,-3,4,12,17,0
Cc1nc2cc(C(=O)N3CCc4ccccc43)ccc2n1-c1ccc(F)c(F)c1,-3,-0.5,-21,-2,-23,48,-12,-5
COc1ccccc1NC(=O)CNS(=O)(=O)c1ccccc1,-3,0.0,6,-5,-4,10,14,7

# Molecules listed so far that contain an aryl methoxy group (12):
SMILES,XBP1 UPR activ,CHOP UPR activ,APJ antag,APJ agonist,Mdm2 MdmX PPI,tim23-1 inh,697 NFkB inh,Jurkat NFkB inh
COc1cc(OC)cc(C(=O)NCC(=O)OCC(=O)NCc2ccco2)c1,-1,1.5,4,-2,9,-4,-9,6
COc1ccc(NC(=S)Nc2ccc(C)c(Cl)c2)cc1OC,-2,0.9,-6,-3,11,22,1,-2
COc1ccc(N2CCN(c3ccc(N4C(=O)COCC4=O)cc3[N+](=O)[O-])CC2)cc1,-3,1.2,-10,-3,1,12,-11,5
COc1ccc(S(=O)(=O)n2c(CCN3CCOCC3)nc3ccccc32)cc1,1,-1.7,-9,-2,15,19,6,-16
COc1ccc(NC(=O)CN(C)CC(=O)N2CCCCCC2)cc1,1,1.4,12,-3,-12,7,4,3
COc1cccc(CN(Cc2cccnc2)S(=O)(=O)c2ccc(-n3cnnn3)c(C)c2)c1OC,-2,2.3,5,-7,8,-2,5,7
COc1ccc(CN2CCN(C3CCSCC3)CC2CCO)c(C)c1C (configuration not stated),0,0.6,2,1,8,27,11,-11
COc1ccc(NC(=O)CCCC(=O)c2ccccc2)cc1,6,1.2,-8,-3,7,9,13,-16
COc1ccc(CNC(=O)Cn2nc([N+](=O)[O-])c(Br)c2C)cc1OC,0,0.6,8,-2,-10,16,14,-20
COc1ccc(-c2oc3ccc(N4CCOCC4)cc3c2/C=C/c2ccc(OC)c(OC)c2)cc1,0,2.0,-42,4,27,21,-1,-7
CCN1CCN(C(=O)CN(c2ccc(F)cc2)S(=O)(=O)c2ccc(OC)c(OC)c2)CC1,-5,1.8,-2,-3,4,12,17,0
COc1ccccc1NC(=O)CNS(=O)(=O)c1ccccc1,-3,0.0,6,-5,-4,10,14,7
